Screening results (PubChem BioAssay)
KKLEB cytotox = counter-screen for CF NF-kB inhibitors: cytotoxicity. hit rate 0.36% among 360,000. activity change (cytotoxicity), % at 5 µM. KKLEB CF airway cells viability, ATPlite luminescence, overnight; stronger effect = lower value; cells stimulated with P. aeruginosa culture filtrate;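 active means corrected activity change at or below -50% at 5 µM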
hiPSC survival = hiPSC single-cell survival enhancement; survival enhancement, % at 20 µM; ATPlite luminescence; 100% = ROCK inhibitor wells, 0% = DMSO; hit rate 0.044% among 360,000; AID 602274; in the data active means survival enhancement above about 18%;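 further: cells exposed to compounds for 16 hours before the ATP read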
NR2E3 ag-1 = agonists of human nuclear receptor NR2E3; AID 2300; GST-NR2E3/biotin-RetCOR TR-FRET, 1536-well; Q9Y5X4; inhibition of corepressor binding, % at 4.78 µM; hit rate 0.12% among 320,000;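 active means percent inhibition above the cutoff of mean plus 3 SD of all tested compounds, set per screening campaign, cut at about 20% in these data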;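 further: 0% = DMSO wells and 100% = biotin wells as full block of FRET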
Target sequence (Q9Y5X4 whole entry, looked up): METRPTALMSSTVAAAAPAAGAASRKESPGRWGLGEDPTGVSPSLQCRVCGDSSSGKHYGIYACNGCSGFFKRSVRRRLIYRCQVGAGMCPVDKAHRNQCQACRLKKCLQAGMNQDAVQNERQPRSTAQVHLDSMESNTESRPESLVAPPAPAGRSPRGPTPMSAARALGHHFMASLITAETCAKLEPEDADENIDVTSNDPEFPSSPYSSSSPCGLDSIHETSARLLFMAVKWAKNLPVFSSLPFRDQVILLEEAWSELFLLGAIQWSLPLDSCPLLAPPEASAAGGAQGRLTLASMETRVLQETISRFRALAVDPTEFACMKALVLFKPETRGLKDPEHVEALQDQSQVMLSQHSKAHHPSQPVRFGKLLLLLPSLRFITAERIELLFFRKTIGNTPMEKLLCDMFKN
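Assay system: NR2E3–RetCOR corepressor complex. Quantity: 1.35 nM GST-NR2E3. Buffer or medium: pH 7.5 Tris-based buffer. Reagent: biotinylated RetCOR corepressor at 7 nM final. Schedule: 5 h at 4 °C. Detection: TR-FRET, emission read at 617 and 671 nm. Replicates: one well per compound, singlicate testing.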
TWEAK-Fn14 inh = inhibitors of TWEAK-Fn14 interaction signaling; TWEAK-stimulated Fn14 reporter cells, luciferase luminescence, 8 h; inhibition, % at 10 µM; hit rate 2% among 360,000; AID 1159606; in the data active means inhibition above about 50%
CF NFkB inh = blocks PAF-induced NF-kB reporter in cystic fibrosis cells | KKLEB NF-kB-GFP reporter, GFP fluorescence overnight | inhibition, % at 5 µM | hit rate 0.86% among 360,000;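 active means at least 50% inhibition at 5 µM, scaled per plate between neutral and stimulator controls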;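 further: PAF is a Pseudomonas aeruginosa culture filtrate used as stimulus; plate controls were PAF-stimulated DMSO wells for no effect and unstimulated DMSO wells for full effect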
aDG glyco up = increases alpha dystroglycan glycosylation; activation, % at 10 µM; AID 624168; hit rate 0.22% among 360,000; Pro5-aDG cells, alpha-DG glycosylation AlphaScreen (IIH6); 0% Pro5, 100% B10-LARGE cell signal;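 active means activation of at least 8% versus controls, or a plate z-score of at least 8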;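 further: Pro5 are CHO cells carrying HIG-tagged alpha-DG that lacks glycosylation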
NR2E3 ag-2 = agonists of human NR2E3 nuclear receptor; inhibition of corepressor binding, % at 3.98 µM; CHO-S Gal4-NCOR/VP16-NR2E3 two-hybrid, luciferase; AID 602229; hit rate 0.35% among 360,000; Q9Y5X4;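 active means inhibition above the mean of all tested compounds plus 3 SD, cut at about 70% in these data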;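 further: 0% = DMSO with NR2E3 transfected cells and 100% = cells lacking NR2E3 construct; higher means lower luciferase signal from less NR2E3 corepressor binding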
MITF TRPM1 inh = MITF TRPM1 promoter inhibition in SK-MEL-5 cells; inhibition, % at 12.5 µM; hit rate 0.83% among 330,000; SK-MEL-5 TRPM1 promoter luciferase, 24 h;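 active means mean inhibition across replicates of 60% or more, whatever share of single replicates reaches that level; inconclusive means some that reach 60%, reason not given; inactive means mean inhibition across replicates below 60%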; further: values of inactives mirror those of a sister screen read the other way
HIF-2a block = HIF-2a inhibition; hit rate 0.72% among 360,000; AID 624352; inhibition, % at 18.8 µM; 786-0 RCC cells HIF-2a reporter, luciferase luminescence, overnight;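 active means inhibition of the luminescence signal of 40% or more relative to plate controls, in a single-dose primary screen at 18.75 µM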
Peg3 prom inh = inhibitors of Peg3 promoter | HeLa PEG-Prom luciferase reporter, luminescence, overnight | inhibition, % at 20 µM | hit rate 1.7% among 360,000 | AID 588405;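 active means inhibition of at least 50% at 20 µM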
Shn3 inh set2 = inhibitors of Schnurri-3 3'UTR reporter in osteoblasts; Clone20 osteoblast Shn3 3'UTR firefly luciferase, 24 h; inhibition, % at 12.5 µM; hit rate 0.52% among 360,000; AID 588674;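 active means mean inhibition of at least 75% with every replicate also reaching 75%; inconclusive means mean inhibition at least 75% but some replicate below; inactive means mean inhibition below 75%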;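 further: 0% = median of neutral control wells and 100% = pilot-screen positive control compound; some compounds past the cut are filed as inactive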
* = called active by the depositor; & = joins results of further samples.

O=C(COC(=O)c1ccccc1[N+](=O)[O-])c1ccc(C2CCCCC2)cc1 was read as KKLEB cytotox -7, hiPSC survival -2.9, NR2E3 ag-1 1, TWEAK-Fn14 inh 81*, CF NFkB inh 4, aDG glyco up 2.3, NR2E3 ag-2 21, MITF TRPM1 inh -15, HIF-2a block 17, Peg3 prom inh -34 and Shn3 inh set2 21.
For CCN(Cc1ccccc1)S(=O)(=O)c1ccccc1Br the results were KKLEB cytotox 4, hiPSC survival 3.0, TWEAK-Fn14 inh -17, CF NFkB inh 11, aDG glyco up 0.1, NR2E3 ag-2 -52, MITF TRPM1 inh -2, HIF-2a block 0, Peg3 prom inh 27 and Shn3 inh set2 -2.
COc1ccc(CCN(C)C(=O)CSc2nnc(-c3ccco3)o2)cc1OC was read as KKLEB cytotox -17, hiPSC survival -0.1, NR2E3 ag-1 2, TWEAK-Fn14 inh 6, CF NFkB inh 19, aDG glyco up 0.3, NR2E3 ag-2 -45, MITF TRPM1 inh 5, HIF-2a block 12, Peg3 prom inh 6 and Shn3 inh set2 -9.
For CCC(C)CN1CCC(CO)(Cc2ccccc2Cl)CC1 (centres undefined) the results were KKLEB cytotox -3, hiPSC survival 2.5, NR2E3 ag-1 0, TWEAK-Fn14 inh 3, CF NFkB inh 2, aDG glyco up -0.1, NR2E3 ag-2 -8, MITF TRPM1 inh 11, HIF-2a block 19, Peg3 prom inh 1 and Shn3 inh set2 -2.
CN(C)C(=O)c1ccc(-n2cccn2)nc1 was read as KKLEB cytotox -21, hiPSC survival 0.1, NR2E3 ag-1 -1, TWEAK-Fn14 inh -6, CF NFkB inh -13, aDG glyco up 0.2, NR2E3 ag-2 -10, MITF TRPM1 inh -10, HIF-2a block -15, Peg3 prom inh -13 and Shn3 inh set2 5.
Screening CC(C)OC(=O)CSc1nnc(-c2ccccn2)n1C returned KKLEB cytotox 3, hiPSC survival 1.5, NR2E3 ag-1 1, TWEAK-Fn14 inh -16, CF NFkB inh -7, aDG glyco up 0.1, NR2E3 ag-2 -3, MITF TRPM1 inh -17, HIF-2a block -16, Peg3 prom inh -25 and Shn3 inh set2 -28.
CC(C)C(C)NC(=O)CN1C(=O)NC(C)(c2ccc3ccccc3c2)C1=O (centres undefined) was read as KKLEB cytotox 3, hiPSC survival 0.5, NR2E3 ag-1 2, TWEAK-Fn14 inh -7, CF NFkB inh 0, aDG glyco up -0.1, NR2E3 ag-2 -37, MITF TRPM1 inh -1, HIF-2a block -3, Peg3 prom inh 10 and Shn3 inh set2 3.
Screening N#Cc1ccccc1S(=O)(=O)N1CCN(Cc2cc3c(cc2Br)OCCO3)CC1 returned KKLEB cytotox -5, hiPSC survival -2.4, TWEAK-Fn14 inh -7, CF NFkB inh 13, aDG glyco up -0.2, NR2E3 ag-2 -33, HIF-2a block 9, Peg3 prom inh 19 and Shn3 inh set2 6.
CC(Oc1ccc(C#N)cc1)C(=O)NC1CCCC1 (centres undefined) was read as KKLEB cytotox 4, hiPSC survival -0.5, NR2E3 ag-1 1, TWEAK-Fn14 inh 22, CF NFkB inh -30, aDG glyco up -0.1, NR2E3 ag-2 -25, MITF TRPM1 inh -7, HIF-2a block 21, Peg3 prom inh 5 and Shn3 inh set2 -21.
`CC(=NNC(=S)N1CCCCC1)c1ccccn1` gave KKLEB cytotox -4, hiPSC survival -3.9, TWEAK-Fn14 inh 5, CF NFkB inh -18, aDG glyco up -0.4, NR2E3 ag-2 85*, HIF-2a block -88, Peg3 prom inh -14 and Shn3 inh set2 inconclusive.
`CCOC(=O)N1CCN(C(=O)c2c(-c3ccccc3Cl)noc2C)CC1` gave KKLEB cytotox -4, hiPSC survival -0.4, NR2E3 ag-1 1, TWEAK-Fn14 inh -1, CF NFkB inh 0, aDG glyco up -0.2, NR2E3 ag-2 8, MITF TRPM1 inh 6, HIF-2a block 6, Peg3 prom inh -7 and Shn3 inh set2 -9.
`O=C(Cc1cc(=O)[nH][nH]1)N/N=C/C=C/c1ccccc1` gave KKLEB cytotox 1, hiPSC survival -0.3, NR2E3 ag-1 0&3, TWEAK-Fn14 inh 62*, CF NFkB inh 5, aDG glyco up 0.0, NR2E3 ag-2 -5, MITF TRPM1 inh -1, HIF-2a block -9, Peg3 prom inh -20 and Shn3 inh set2 -28.
For COc1ccc(-c2noc(N3CCC(C(=O)N(C)c4ccccc4C)CC3)n2)cc1 the results were KKLEB cytotox 13, hiPSC survival -3.0, NR2E3 ag-1 4, TWEAK-Fn14 inh 7, CF NFkB inh -2, aDG glyco up 2.1, NR2E3 ag-2 -6, HIF-2a block 15, Peg3 prom inh 8 and Shn3 inh set2 19.
Screening CCOc1ccc(CC(=O)Nc2sc(Cc3ccccc3)c(C)c2C(N)=O)cc1OCC returned KKLEB cytotox -16, hiPSC survival -1.7, NR2E3 ag-1 -3, TWEAK-Fn14 inh -8, CF NFkB inh -3, aDG glyco up 0.3, NR2E3 ag-2 -11, MITF TRPM1 inh 10, HIF-2a block 7, Peg3 prom inh 14 and Shn3 inh set2 11.
For CCc1ccc(C2CC(c3ccccc3)n3ncnc3N2)cc1 (centres undefined) the results were KKLEB cytotox -12, hiPSC survival -0.5, NR2E3 ag-1 1, TWEAK-Fn14 inh -26, CF NFkB inh -11, aDG glyco up 0.1, NR2E3 ag-2 -9, MITF TRPM1 inh 8, HIF-2a block -30, Peg3 prom inh 0 and Shn3 inh set2 11.
O=C(NCCC1CCCCN1S(=O)(=O)c1ccc(Cl)cc1)C(=O)NCc1ccncc1 (centres undefined) was read as KKLEB cytotox 9, hiPSC survival 0.2, NR2E3 ag-1 2, TWEAK-Fn14 inh 5, CF NFkB inh -2, aDG glyco up 0.3, NR2E3 ag-2 41, MITF TRPM1 inh 25, HIF-2a block 35, Peg3 prom inh 31 and Shn3 inh set2 12.
`CCOc1cc(C(=O)Nc2ccc(N3CCOCC3)cc2)cc(Br)c1OC` gave KKLEB cytotox -9, hiPSC survival 2.0, NR2E3 ag-1 2, TWEAK-Fn14 inh 4, CF NFkB inh 17, aDG glyco up 0.0, NR2E3 ag-2 -19, MITF TRPM1 inh 20, HIF-2a block -6, Peg3 prom inh 8 and Shn3 inh set2 5.
Screening CCOc1ccc2oc(C(=O)OCC(=O)NC(=O)NC)c(C)c2c1 returned KKLEB cytotox -5, hiPSC survival 1.8, NR2E3 ag-1 -1, TWEAK-Fn14 inh -20, CF NFkB inh 6, aDG glyco up 0.1, NR2E3 ag-2 -5, MITF TRPM1 inh -14, HIF-2a block -6, Peg3 prom inh -5 and Shn3 inh set2 -4.
`CCOC(=O)[C@@H]1[C@H]2COc3cc(OC)ccc3[C@@H]2N2C(=O)N(c3ccccc3)C(=O)[C@]12C` gave KKLEB cytotox -4, hiPSC survival 0.3, TWEAK-Fn14 inh -18, CF NFkB inh 12, aDG glyco up 0.1, NR2E3 ag-2 -9, MITF TRPM1 inh 6, HIF-2a block 7, Peg3 prom inh 13 and Shn3 inh set2 -11.
`CCCOc1ccc(C(CC(=O)O)NC(=O)CC(c2ccccc2)c2ccccc2)cc1` (centres undefined) gave KKLEB cytotox 12, hiPSC survival 1.3, NR2E3 ag-1 0, TWEAK-Fn14 inh 4, CF NFkB inh -5, aDG glyco up -0.2, NR2E3 ag-2 -8, MITF TRPM1 inh -3, HIF-2a block -1, Peg3 prom inh 10 and Shn3 inh set2 17.

Quoted at random: 2 entries already listed.
Screening CC(C)OC(=O)CSc1nnc(-c2ccccn2)n1C returned KKLEB cytotox 3, hiPSC survival 1.5, NR2E3 ag-1 1, TWEAK-Fn14 inh -16, CF NFkB inh -7, aDG glyco up 0.1, NR2E3 ag-2 -3, MITF TRPM1 inh -17, HIF-2a block -16, Peg3 prom inh -25 and Shn3 inh set2 -28.
`CCOC(=O)[C@@H]1[C@H]2COc3cc(OC)ccc3[C@@H]2N2C(=O)N(c3ccccc3)C(=O)[C@]12C` gave KKLEB cytotox -4, hiPSC survival 0.3, TWEAK-Fn14 inh -18, CF NFkB inh 12, aDG glyco up 0.1, NR2E3 ag-2 -9, MITF TRPM1 inh 6, HIF-2a block 7, Peg3 prom inh 13 and Shn3 inh set2 -11.

The results go on.
For COc1ccc(C#Cc2c(-c3ccccc3)n(C)c3ccccc23)cc1 the results were KKLEB cytotox -14, hiPSC survival 0.0, TWEAK-Fn14 inh -1, CF NFkB inh 29, aDG glyco up -0.3, NR2E3 ag-2 -28, MITF TRPM1 inh 15, HIF-2a block -11, Peg3 prom inh -1 and Shn3 inh set2 25.
Screening O=C(N/C=N/OCc1cccc(C(F)(F)F)c1)N1OC[C@@H]2COc3ccc4ccccc4c3[C@@H]21 returned KKLEB cytotox 7, hiPSC survival -2.5, NR2E3 ag-1 2, TWEAK-Fn14 inh 19, CF NFkB inh 5, aDG glyco up 0.0, NR2E3 ag-2 17, MITF TRPM1 inh -1, HIF-2a block 14, Peg3 prom inh 19 and Shn3 inh set2 24.
`COc1cc(/C=C/c2ccc3cccc([N+](=O)[O-])c3n2)ccc1OCC#N` gave KKLEB cytotox 21, hiPSC survival -2.2, NR2E3 ag-1 -4, TWEAK-Fn14 inh 4, CF NFkB inh -34, aDG glyco up -0.2, NR2E3 ag-2 -41, MITF TRPM1 inh 19, HIF-2a block -14, Peg3 prom inh 2 and Shn3 inh set2 7.
CCCCOCCCNC(=O)C[C@@H]1C[C@@]2(C(=O)OCC)CCCC=C2N(Cc2ccc(Cl)cc2Cl)C1=O was read as hiPSC survival 0.1, TWEAK-Fn14 inh 7, aDG glyco up 0.0, NR2E3 ag-2 15 and HIF-2a block -13.
CN(CC(=O)N1CCCC1)S(=O)(=O)c1cc(Cl)ccc1Cl was read as KKLEB cytotox -2, hiPSC survival -1.0, NR2E3 ag-1 3, TWEAK-Fn14 inh -7, CF NFkB inh -2, aDG glyco up 0.2, NR2E3 ag-2 4, MITF TRPM1 inh 4, HIF-2a block -3, Peg3 prom inh 1 and Shn3 inh set2 7.
`CN(C)S(=O)(=O)c1cc(C(=O)NCC2CCCO2)c(Cl)cc1Cl` (centres undefined) gave KKLEB cytotox -19, hiPSC survival -1.9, NR2E3 ag-1 -3, TWEAK-Fn14 inh -6, CF NFkB inh -2, aDG glyco up -0.3, NR2E3 ag-2 -11, MITF TRPM1 inh -1, HIF-2a block 7, Peg3 prom inh 11 and Shn3 inh set2 12.
Screening Cc1cccc(N(CC(=O)NC2CCCC2)C(=O)CCC(=O)Nc2nc(C)cs2)c1 returned KKLEB cytotox 2, hiPSC survival 0.5, NR2E3 ag-1 1, TWEAK-Fn14 inh 0, CF NFkB inh -4, aDG glyco up 0.1, NR2E3 ag-2 -8, MITF TRPM1 inh 35, HIF-2a block -1, Peg3 prom inh 19 and Shn3 inh set2 -4.
